# Screens as filed in PubChem BioAssay.
# HSP90 refold inh = HSP90 inhibitors, primary screen, cell lysate, luminescence | hit rate 0.91% among 290,000 | AID 1789, 2009 | Rabbit reticulocyte lysate, luciferase refolding luminescence, 3 h | Heat shock protein HSP 90 (rabbit reticulocyte lysate; luciferase refolding) | inhibition, % at 5.6 µM;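 active = inhibition above the screen-wide mean plus 3 SD, computed separately per campaign, cut at about 16% in these data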;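 note: 0% = DMSO wells and 100% = 60 µM geldanamycin wells; inhibitors lower the luminescence because luciferase stays unfolded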
# PolyA inhibitor = polyadenylation inhibitors in yeast reporter cells, primary screen, luminescence, S. cerevisiae. S. cerevisiae SKY197-pL101 polyadenylation reporter, beta-gal luminescence; efflux-impaired pdr1/pdr3 knockout yeast; score 100 = 6 SD above DMSO. AID 1875, 2009. calls only at 12 µM. hit rate 0.02% among 300,000;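 active = lowest replicate activity score at least 50, where 100 means six control SD above control mean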;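 note: yeast exposed to compound for 9 h at 30 °C; higher score means more reporter readthrough which indicates perturbed polyadenylation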
# HSF1 inh = HSF1 inhibitors in luciferase reporter cells, primary screen, cell-based, NIH3T3, luminescence; NIH3T3-HGL HSE-luciferase, MG132-induced, luminescence 8 h; active compounds read low; activity change, negative = inhibition, % at 7.5 µM (by protocol); hit rate 0.77% among 300,000; AID 2098, 2009;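 active = more than half of replicate wells show activity change below -50%, luminescence cut by over half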;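 note: luciferase reports HSF-1 transcriptional activity via heat shock element; 0% = median of DMSO wells and -100% = zero luminescence signal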
# AI-2 QS mod = Vibrio harveyi AI-2 quorum sensing modulators, primary screen, JMH597 strain, luminescence/OD600 ratio; activity change, % at 7.5 µM; Vibrio harveyi JMH597 AI-2 luminescence/OD600 ratio, 9 h; active compounds read low; strain lacks LuxN and CqsS sensors; 0 = neutral-control median; hit rate 0.4% among 300,000; in the data active = activity change below about -75%, passing the limit was not always enough;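 note: luminescence divided by OD600 gain over 9 h not by final OD600 alone; inactives centre near 13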
# GSK3beta inhib = human GSK3beta kinase inhibitors, primary screen, biochemical, cell-free homogeneous, HTS; GST-GSK3beta kinase, ADP-Glo luminescence, 60 min; active compounds read low; activity score (negative = inhibition), % at 10 µM; hit rate 0.038% among 300,000; AID 2097, 2009;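 active = more than half of replicate wells score below -50%, meaning over 50% inhibition versus plate controls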;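 note: 0% = median DMSO wells and -100% = median GW8510 positive control wells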
# Target sequence (P49841 whole entry, looked up): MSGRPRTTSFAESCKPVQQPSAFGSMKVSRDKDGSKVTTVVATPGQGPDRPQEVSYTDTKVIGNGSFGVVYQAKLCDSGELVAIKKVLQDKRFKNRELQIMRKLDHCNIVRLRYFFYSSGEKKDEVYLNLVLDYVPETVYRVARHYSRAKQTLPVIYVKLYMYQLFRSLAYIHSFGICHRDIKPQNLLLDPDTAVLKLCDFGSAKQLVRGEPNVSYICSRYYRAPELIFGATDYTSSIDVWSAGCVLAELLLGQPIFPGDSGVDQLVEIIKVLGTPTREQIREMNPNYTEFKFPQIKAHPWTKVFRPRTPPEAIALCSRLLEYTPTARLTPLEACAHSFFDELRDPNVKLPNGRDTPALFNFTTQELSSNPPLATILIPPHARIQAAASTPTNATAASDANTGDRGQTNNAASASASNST
#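 Assay system: GST-fused GSK3beta enzyme, cell-free / Medium: Tris pH 7.5 buffer with MgCl2, DTT, BSA, heparin / Also added: peptide substrate plus 25 µM ATP (final) / Compound: 10 µM single point / Timing: kinase reaction with compound 60 min at room temperature / Detection: ADP-Glo luminescence / Benchmarks: DMSO neutral wells and GW8510 at 20 µM as positive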
# GSK3 alpha inh = blockers of GSK3A enzyme activity – biochemical, luminescence, cell-free homogeneous, HTS, primary screen; hit rate 0.1% among 320,000; inhibition, % at 10 µM; AID 2650, 2010; GSK-3 alpha kinase, ADP-Glo luminescence, 60 min; Glycogen synthase kinase-3 alpha (Homo sapiens), P49840;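 in the data active = inhibition above about 50%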;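 note: GST-tagged GSK-3 alpha with peptide substrate and 25 µM ATP; 0% = DMSO neutral wells and 100% = GW8510 positive control wells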
# HDAC3 inh = HDAC3 deacetylase inhibitors, primary screen, biochemical, fluorescence, cell-free homogeneous; Histone deacetylase 3 (Homo sapiens), O15379; recombinant HDAC3, fluorogenic peptide/trypsin coupled; inhibition, % at 8.3 µM; hit rate 0.15% among 320,000; AID 2718, 2010; in the data active = inhibition above about 26%, passing the limit was not always enough
# Target sequence (O15379 whole entry, looked up): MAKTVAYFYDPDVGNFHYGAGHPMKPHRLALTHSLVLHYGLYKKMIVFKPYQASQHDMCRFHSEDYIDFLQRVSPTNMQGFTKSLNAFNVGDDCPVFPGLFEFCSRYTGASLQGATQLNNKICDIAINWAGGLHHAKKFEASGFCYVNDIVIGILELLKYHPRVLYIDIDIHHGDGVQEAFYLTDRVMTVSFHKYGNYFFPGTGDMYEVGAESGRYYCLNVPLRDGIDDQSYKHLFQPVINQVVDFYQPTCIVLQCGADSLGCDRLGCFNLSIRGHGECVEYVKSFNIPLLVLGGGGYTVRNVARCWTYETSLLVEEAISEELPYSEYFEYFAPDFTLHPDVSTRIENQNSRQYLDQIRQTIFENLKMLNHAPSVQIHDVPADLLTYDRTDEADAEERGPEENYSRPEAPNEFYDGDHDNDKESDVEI
# HSF-1 act = HSF-1 activators, primary screen, NIH3T3-HGL cells, MG132 stress, luminescence, single point; AID 504408, 2011; NIH3T3-HGL HSF-1 luciferase reporter, 8 h; 100% = twice DMSO control signal; activation, % at 9 µM; hit rate 1.7% among 300,000;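 active = mean replicate activation of at least 50% with a set share of replicates each reaching 50%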;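 note: 0% = median of the neutral control wells and 100% = twice that signal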
# Platelet DG rel = inhibitors of platelet dense granule secretion, primary screen, cell-based, MLPCN, human platelets. human platelet-rich plasma, SFLLRN dense granule ATP release, luminescence. hit rate 0.22% among 300,000. inhibition, %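 (compounds screened at 7.5 µM in platelet-rich plasma)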. AID 1663, 2009;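 active = mean replicate score, as percent of positive control, at or above 50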
# Dyrk1A ADPGlo = rat Dyrk1A kinase inhibitors, primary screen, biochemical, single point, plate reader | ADP-Glo luminescence, NFATc1 peptide | inhibition, % at 12.5 µM | Dual specificity tyrosine-phosphorylation-regulated kinase 1A (Rattus norvegicus), Q63470 | hit rate 0.43% among 310,000 | AID 504441, 2011; in the data active = inhibition above about 50%;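 note: plate controls were vehicle with enzyme for no effect and no enzyme for full effect; many of its hits are not listed in these tables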
# Active calls of the source: *; i = inactive; x = not tested or not shown. A portion of the library (hit frequency here may not be typical).
SMILES,HSP90 refold inh,PolyA inhibitor,HSF1 inh,AI-2 QS mod,GSK3beta inhib,GSK3 alpha inh,HDAC3 inh,HSF-1 act,Platelet DG rel,Dyrk1A ADPGlo
CN(C)CCCC(C)(O)C(Cc1ccccc1)c1ccccc1 (stereo not given),-2.1,i,1.3,-0.4,5.7,-1.6,0.3,-4.9,13.4,-3.2
Cc1cc(C)nc(SCc2n[nH]c(=S)n2C)n1,-0.3,i,1.2,1.2,-0.3,0.2,2.6,-2.2,-0.6,1.8
COC(Cn1cc(C)c(=O)[nH]c1=O)OC,1.2,i,-3.8,26.4,1.2,0.8,-1.3,3.8,1.9,2.2
O=c1cc[nH]c2c1ccc1c(=O)cc[nH]c12,0.6,i,1.9,4.5,-0.2,2.1,-0.1,-10.9,x,0.7
O=S1(=O)CCOC[C@H](c2ccccc2)N1Cc1cccc(Cl)c1,-4.7,i,11.2,18.8,-2.1,-0.8,-1.2,6.4,-0.7,8.2
COc1ccc(NC(=S)NC(NC(=O)/C=C/c2ccccc2)C(Cl)(Cl)Cl)cc1 (stereo not given),1.7,i,-8.4,32.8,5.4,0.6,-2.2,-1.7,-3.1,-9.0
COc1ccc(C(=O)NC2CCN(CC(=O)NCc3cccc(OC)c3)CC2)cc1,-2.2,i,-1.7,11.1,1.9,-2.3,4.9,5.4,-0.5,0.7
O=C(O)C1=CCNCC1,x,i,-2.2,0.1,-1.5,0.5,-9.3,0.9,-2.7,6.3
Cc1oc2ccc(OC(=O)N3CCOCC3)cc2c1C(=O)OC(C)C,-3.8,i,6.4,23.0,4.0,-1.9,-4.1,1.8,11.1,2.4
COc1cccc(C(=O)Nc2ccc(N3CCN(S(C)(=O)=O)CC3)cc2)c1,17.5*,i,9.6,1.9,-1.3,-2.9,2.3,-4.5,-4.9,12.8
CN(Cc1ccccc1)C(=O)Cc1ccccc1,-1.4,i,-5.3,6.1,10.2,0.7,2.0,1.1,2.4,x
O=C(c1ccc([N+](=O)[O-])cc1)N1CCCC1,0.2,i,0.2,40.3,2.1,-0.8,5.8,-4.5,-3.3,-19.4
O=c1cc(-c2ccc(O)c(O)c2)oc2cc(O)c(C3OC(CO)C(O)C(O)C3O)c(O)c12 (stereo not given),-3.5,i,0.6,4.0,0.7,-1.9,6.4,-8.8,1.3,18.5
Cc1ccc(CS/C(Nc2ccccc2C)=C(\C#N)C(=O)NCc2ccco2)c(C)c1,1.3,i,6.7,21.4,-0.1,x,4.0,9.7,2.0,0.9
CSc1nnc(C)c(=O)n1COC(=O)c1ccccc1,-6.5,i,7.5,19.7,1.4,-3.5,2.0,1.3,14.5,-2.9
Cc1c(NC(=O)CSC2=C(C#N)C(c3ccccc3F)CC(=O)N2)c(=O)n(-c2ccccc2)n1C (stereo not given),5.2,i,-6.2,12.8,1.6,3.0,0.1,-15.3,3.8,0.4
O=C(NNC(=O)c1cc2cc(OC(F)(F)F)ccc2[nH]1)c1ccc(Cl)cc1,1.2,i,-6.6,22.6,3.9,-2.2,4.9,-2.5,2.0,x
CCOc1ccc(C2C(C(=O)c3ccco3)=C(O)C(=O)N2Cc2cccnc2)cc1OC (stereo not given),-2.2,i,0.9,6.9,1.4,-2.0,-4.7,8.0,11.0,-3.3
O=C(C[n+]1ccc(-c2ccccc2)cc1)Nc1ccc([N+](=O)[O-])cc1,-1.3,i,0.2,6.2,1.4,-1.0,3.6,-18.9,10.5,13.3
Cc1ccc2c(c1)nnn2C1CCN(CC(=O)c2ccc(Cl)cc2)CC1,-1.8,i,-6.9,35.2,0.2,0.2,-6.8,-18.2,2.1,3.8
COc1cc(/C(C)=N\NC(=O)CSc2nc3ccccc3n2C)ccc1O,-0.6,i,-0.7,14.6,-0.6,-0.6,2.2,-1.2,2.7,0.7
O=C(O)c1ccccc1C(=O)NC1CCN(c2nccc(C(F)(F)F)n2)CC1,1.1,i,-0.6,9.7,0.1,-1.1,-5.9,7.2,-3.2,3.6
O=C(COC(=O)[C@@H]1CCCN1S(=O)(=O)c1ccc(Cl)cc1)NC1CC1,-1.4,i,6.7,49.0,-5.3,-1.6,1.7,-16.2,-3.6,-0.3
Cc1ccc(NC(=O)CSc2nnc3ccc(-c4ccncc4)nn23)cc1,x,i,-13.9,10.4,1.3,x,x,-6.5,-4.4,2.2
COC(=O)C1=C(NC(=O)c2ccccc2C)CCS1,-1.6,i,2.0,1.4,-18.5,1.1,2.7,10.1,-0.8,-0.1
O=C(CCCN1C(=O)c2ccccc2C1=O)Nc1nncs1,0.8,i,2.1,15.5,-2.9,-0.8,3.8,-6.3,4.1,3.8
CCn1c(SCC(=O)c2[nH]c(C)c(C(C)=O)c2C)nnc1-c1ccncc1,0.8,i,x,16.6,0.1,4.2,0.6,x,-0.4,-6.7
Cc1cc(C)n(-c2ccc(NC(=O)C3CCCCN3C(=O)c3ccoc3C)cc2)n1 (stereo not given),0.9,i,-70.2*,9.3,1.3,0.5,0.4,-76.9,1.7,1.5
CCOc1ccccc1N1CCN(C(=S)Nc2ccc(S(=O)(=O)Nc3ncccn3)cc2)CC1,-0.8,i,-0.5,21.7,-0.8,-2.1,x,2.3,-3.1,-7.7
Cc1cc(NS(=O)(=O)c2ccc(NC(=S)NC(=O)c3ccc(Cl)cc3Cl)cc2)no1,-0.5,i,-0.8,13.4,3.2,-7.8,5.2,8.7,-1.1,-1.3
COc1ccc(C(=O)OCCc2sc[n+](CC(=O)c3ccccc3)c2C)cc1,-2.7,i,2.5,21.8,-36.3,27.1,1.7,26.1,15.6,0.4
CCC(C(=O)NC1CCN(C)CC1)c1ccccc1 (stereo not given),-0.8,i,-6.6,28.1,-3.5,-0.5,11.1,13.6,-7.6,-5.5
COc1ccc(NC(=O)CC2C(=O)N(c3ccc(F)cc3)C(=S)N2NC(=O)c2ccc(Cl)cc2)cc1 (stereo not given),1.6,i,20.9,27.0,1.1,-0.8,0.8,7.9,1.2,-4.5
COC(=O)c1cnc2ccccc2n1,-5.2,i,8.3,-4.1,0.8,-0.1,-9.1,-9.4,x,6.0
O=C(N/N=C/c1ccoc1)c1cccc([N+](=O)[O-])c1,1.3,x,x,28.4,-0.9,x,-1.1,x,x,-4.7
CC(=O)N1c2ccc(S(=O)(=O)N3CCC(C(=O)N4CC(C)CC(C)C4)CC3)cc2CC1C (stereo not given),-4.3,i,-10.4,14.3,3.7,0.8,3.5,15.8,-9.2,0.4
CCn1cc(C(=O)Nc2ccc(OC)c(OC)c2)c2cc(OC)c(OC)cc2c1=O,-1.8,i,-0.9,32.7,2.6,-0.3,8.0,0.4,-1.8,-5.3
O=C(O)COc1ccccc1O,-2.3,i,1.7,14.8,0.4,0.1,-9.0,-0.6,-2.3,-2.9
Cc1[nH]nc2nc(SCC(=O)NC3CCCCC3)n(-c3ccc(Br)cc3)c(=N)c12,1.1,i,4.4,14.9,0.6,-1.9,2.6,21.9,-3.7,x
COc1ccc(Nc2nc3c(c(=O)n(C)c(=O)n3C)n2CCO)cc1,0.5,i,-7.2,14.9,1.6,-2.0,-0.8,-1.5,2.5,4.7
Cc1cccc(C(=O)Nc2ccccc2-c2nnn(CC(=O)Nc3ccc4c(c3)OCCO4)n2)c1,-2.1,i,-0.2,5.8,3.2,-2.8,-7.4,-14.1,-3.9,1.2
C/C(=N\NC(=O)C(=O)Nc1cccc(Cl)c1C)c1ccncc1,-0.4,i,-0.7,17.2,-2.4,-2.3,0.9,9.9,-23.8,3.6
O=C(CSc1nnc(C2CCCCC2)n1-c1ccccc1)NCc1ccco1,0.5,i,3.5,-2.2,-1.5,0.6,-0.2,22.7,-0.4,5.6
COc1ccc(S(=O)(=O)Nc2ccc3c(c2)OCO3)cc1OC,0.7,i,-5.1,20.2,1.8,-0.2,-0.5,9.4,1.9,-8.1
COC(=O)c1ccc(CN(c2ccc(C)cc2)S(=O)(=O)c2ccc3c(c2)OCCO3)o1,2.0,i,7.1,20.6,3.6,0.3,-0.9,29.3,2.7,-12.2
Cc1ccc(S(=O)(=O)Oc2ccc(/C=N/NC(=O)c3nn(C)cc3Cl)cc2)cc1,0.0,i,6.6,5.9,6.1,0.6,1.6,37.1,-2.8,-3.9
CCCOC(=O)c1ccc(-n2nnnc2SCC(=O)N2CCCCC2)cc1,3.3,i,-6.9,22.7,-1.7,-2.6,-8.3,16.8,-0.1,-1.0
CSc1ccc(/C=N/NC(=O)COc2ccc(Br)cc2Cl)cc1,-4.0,i,-1.8,26.0,1.1,-0.2,-2.1,-1.1,-5.0,-2.1

# Some of the entries above, set out differently:
HSP90 refold inh	PolyA inhibitor	HSF1 inh	AI-2 QS mod	GSK3beta inhib	GSK3 alpha inh	HDAC3 inh	HSF-1 act	Platelet DG rel	Dyrk1A ADPGlo	compound
0.0	i	6.6	5.9	6.1	0.6	1.6	37.1	-2.8	-3.9	Cc1ccc(S(=O)(=O)Oc2ccc(/C=N/NC(=O)c3nn(C)cc3Cl)cc2)cc1
3.3	i	-6.9	22.7	-1.7	-2.6	-8.3	16.8	-0.1	-1.0	CCCOC(=O)c1ccc(-n2nnnc2SCC(=O)N2CCCCC2)cc1
-4.0	i	-1.8	26.0	1.1	-0.2	-2.1	-1.1	-5.0	-2.1	CSc1ccc(/C=N/NC(=O)COc2ccc(Br)cc2Cl)cc1

# (listing goes on)
SMILES,HSP90 refold inh,PolyA inhibitor,HSF1 inh,AI-2 QS mod,GSK3beta inhib,GSK3 alpha inh,HDAC3 inh,HSF-1 act,Platelet DG rel,Dyrk1A ADPGlo
N=C(N)N1CCN(Cc2ccccc2)CC1,3.8,i,0.7,4.8,-0.3,-0.6,7.1,-0.7,-1.4,x
CC(=O)c1sc(NC(=O)COc2ccc(Cl)cc2Cl)nc1C,0.0,i,x,9.9,0.3,0.6,8.0,x,-1.2,-3.9
COc1ccc(S(=O)(=O)N(CC(=O)N/N=C/c2cccs2)c2ccc(C)cc2)cc1OC,2.4,i,2.8,17.6,0.0,0.1,-1.8,-2.1,0.3,-1.8
CCS(=O)(=O)Nc1ccc(NC(C)=O)cc1,3.8,i,3.5,9.4,-2.7,-4.0,-4.3,-15.3,3.7,-32.6
O=C(NC(Cc1ccccc1)C(=O)O)/C(=C/c1cccc([N+](=O)[O-])c1)NC(=O)c1cccc(Br)c1 (stereo not given),0.8,i,1.0,7.0,-12.2,-4.7,1.0,-1.4,24.4,13.9
CCOC(=O)c1cc(-c2ccc(Cl)cc2)nc2c1c(C)nn2CCC#N,0.5,i,-2.6,6.6,-1.9,7.2,-7.1,-4.0,3.5,-3.5
